# TrxR1 inh – rat TrxR1 inhibition. O89049. recombinant rTrxR1, NADPH fluorescence consumption, selenite substrate. Potency, µM (highest dose often 114 µM), for the others: at the highest dose activity change, negative = inhibition, most hits filed as inhibitors. actives 1% (n = 390,000). AID 588453; also: potency is read from the fitted curve at half-maximal effect; % is scaled to controls: 0 for no effect and ±100 for the full control effect; nearly all actives have a fitted effect of over 65% in size
#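 Rat TrxR1 (90 nM in the dispensed reagent) was pre-reduced with 400 uM NADPH for 5 min at room temperature, then incubated with compound for 15 min. After 400 uM selenite was added, NADPH fluorescence (Ex 340/Em 450 nm) was followed for 8 min.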
# USP1-UAF1 inh – USP1/UAF1 (human) deubiquitinase inhibition | O94782 | recombinant USP1/UAF1, Ub-Rhodamine cleavage fluorescence | Potency, µM (doses to about 57.1 µM), for the others: at the highest dose activity change, negative = inhibition, usual class: inhibitors | actives 0.23% (n = 390,000) | AID 743255; also: potency is read from the fitted curve at half-maximal effect; % is scaled to controls: 0 for no effect and ±100 for the full control effect; nearly all actives have a fitted effect of over 60% in size; inactives centre near -12
#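 High-throughput fluorogenic screen: 1nM USP1/UAF1 complex, Ub-Rho substrate 150nM final, 50mM HEPES pH 7.8 with 0.5mM EDTA, 0.1 mg/ml BSA, 1mM TCEP and 0.01% Tween-20.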
# mIDH1 inhibitor – blocks human mutant IDH1 R132H enzyme; Potency, µM (series often up to 76.6 µM), inactives show top-dose activity change, negative = inhibition, actives largely listed as inhibitors; O75874; IDH1-R132H enzyme, NADPH consumption, diaphorase/resazurin fluorescence; actives 0.093% (n = 390,000); also: potency is read from the fitted curve at half-maximal effect; % is scaled to controls: 0 for no effect and ±100 for the full control effect; nearly all actives have a fitted effect of over 65% in size
# Target sequence (O75874 whole entry R132H, stated change not applied): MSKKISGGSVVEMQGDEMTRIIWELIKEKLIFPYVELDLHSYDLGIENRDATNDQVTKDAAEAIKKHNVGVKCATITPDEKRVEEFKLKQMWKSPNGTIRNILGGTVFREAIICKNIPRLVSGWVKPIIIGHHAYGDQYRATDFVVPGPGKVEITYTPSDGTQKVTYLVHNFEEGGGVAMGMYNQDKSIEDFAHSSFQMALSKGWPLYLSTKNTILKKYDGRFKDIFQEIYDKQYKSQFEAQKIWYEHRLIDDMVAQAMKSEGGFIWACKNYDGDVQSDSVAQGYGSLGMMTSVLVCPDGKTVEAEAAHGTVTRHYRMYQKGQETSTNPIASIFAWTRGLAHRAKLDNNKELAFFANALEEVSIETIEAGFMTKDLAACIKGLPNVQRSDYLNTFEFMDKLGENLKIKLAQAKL
#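 IDH1-R132H (0.5 ug/mL) preincubated 30 min with compound, then NADPH (0.016 mM) and alpha-KG (2 mM) added; 80 min at RT, pH 7.5. Remaining NADPH coupled via diaphorase/resazurin to fluorescence (540/590 nm); concentration-response curves normalized to no-enzyme control.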
# GRP78 ERSR act – ER stress response induction in glioma | actives 0.02% (n = 420,000) | U87-MG GRP78 promoter luciferase reporter, 16 h | Potency, µM, without a hit: top-dose activation, most hits filed as activators; also: potency is read from the fitted curve at half-maximal effect; series mostly up to about 76 µM; % of control where 0% means no effect; nearly all actives have a fitted effect of over 35% in size
#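 Stably transfected U87-MG glioma cells carrying a GRP78-based luciferase sensor; 16 h compound incubation. Luminescence end-point read 10 min after Bright-Glo addition at room temperature.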
# Vif-A3F inh – inhibitors of Vif-A3F interaction; AID 602313; actives 0.2% (n = 390,000); HeLa A3F-eYFP + Vif (tagged APOBEC3F with the HIV-1 protein that degrades it), YFP fluorescence increase; Potency, µM (top dose mostly 46.1 µM), for inactives: at the highest dose activity, negative = active; also: potency is read from the fitted curve at half-maximal effect; % of control where 0% means no effect; nearly all actives have a fitted effect of over 65% in size
#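 HeLa cells stably expressing Vif plus C-terminally eYFP-tagged A3F were seeded, incubated overnight at 37 deg C, dosed with compound, incubated overnight again at 37 deg C. Yellow fluorescence (Ex 488/Em 500-530) reported blocked Vif-mediated A3F-eYFP degradation.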
# LDHA block – LDHA (human) enzyme inhibition. actives 0.15% (n = 480,000). purified LDHA, NADH/diaphorase-resazurin fluorescence; active compounds read low. AID 1347041. activity change, % (values are at about 110 or 230 µM); in the data active = activity change below about -30%; inconclusive = mostly about -25% to -30%;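 also: plate controls were DMSO wells for no effect and wells without enzyme for full effect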
#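 Remaining NADH was detected by diaphorase (0.133 mg/mL) converting 37 µM resazurin to fluorescent resorufin, read at 0 and 20 minutes. The preceding 5-minute room-temperature reaction used 2 nM LDHA, 0.2 mM sodium pyruvate and 0.06 mM NADH at pH 7.4.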
# Vif-A3G inh – blocks the Vif interaction with human APOBEC3G; Q9HC16; HeLa A3G-eYFP + Vif (tagged APOBEC3G with the HIV-1 protein that degrades it), YFP fluorescence, overnight; Potency, µM (top dose mostly 46.1 µM), for inactives: top-dose activity, negative = active, usual class: inhibitors; actives 0.076% (n = 410,000);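 also: potency is read from the fitted curve at half-maximal effect; % is scaled to controls: 0 for no effect and ±100 for the full control effect; nearly all actives have a fitted effect of over 60% in size; hits raise eYFP signal because A3G escapes Vif-driven loss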
# Target sequence (Q9HC16 whole entry, looked up): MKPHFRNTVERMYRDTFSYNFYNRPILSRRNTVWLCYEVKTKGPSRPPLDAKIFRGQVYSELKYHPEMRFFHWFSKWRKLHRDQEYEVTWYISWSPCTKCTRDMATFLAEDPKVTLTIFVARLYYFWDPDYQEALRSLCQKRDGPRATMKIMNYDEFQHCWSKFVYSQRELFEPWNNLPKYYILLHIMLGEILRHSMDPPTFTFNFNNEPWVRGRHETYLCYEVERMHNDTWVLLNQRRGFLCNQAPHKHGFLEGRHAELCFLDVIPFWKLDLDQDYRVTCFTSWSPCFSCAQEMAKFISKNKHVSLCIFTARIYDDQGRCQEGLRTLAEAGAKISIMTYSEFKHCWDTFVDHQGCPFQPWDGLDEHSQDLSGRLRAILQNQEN
#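 HeLa cells stably expressing Vif and C-terminally eYFP-tagged A3G, seeded overnight at 37 deg C, then exposed to compound by pintool overnight at 37 deg C. Rise in yellow fluorescence (Ex 488/Em 500-530, Acumen) marks blocked Vif-driven A3G degradation.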
# TrxR1 substrate – is turned over as a substrate by rat TrxR1; Potency, µM (doses to about 114 µM), inactives show top-dose activity change, negative = substrate turnover; purified TrxR1 substrate turnover, NADPH consumption readout; O89049; actives 0.01% (n = 390,000); also: potency is read from the fitted curve at half-maximal effect; % is scaled to controls: 0 for no effect and ±100 for the full control effect; nearly all actives have a fitted effect of over 50% in size
#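 Rat TrxR1, dispensed at 90 nM, was prereduced with 400 uM NADPH (final) for 5 min at ~22 deg C, then incubated with compound 15 min before 400 uM selenite. A first-read NADPH fluorescence drop versus no-compound background flagged substrates.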
# RGS4 inhibitor – human RGS4 inhibition | P49798 | Transcreener GDP fluorescence polarization, RGS4-accelerated GTP hydrolysis | Potency, µM (highest dose often 114 µM), without a hit: at the top dose activity change, negative = inhibition, actives largely listed as inhibitors | actives 0.039% (n = 390,000) | AID 504845; also: potency is read from the fitted curve at half-maximal effect; % is scaled to controls: 0 for no effect and ±100 for the full control effect; nearly all actives have a fitted effect of over 75% in size; some results filed as inactive show a strong effect at the top dose
# Target sequence (P49798 whole entry, looked up): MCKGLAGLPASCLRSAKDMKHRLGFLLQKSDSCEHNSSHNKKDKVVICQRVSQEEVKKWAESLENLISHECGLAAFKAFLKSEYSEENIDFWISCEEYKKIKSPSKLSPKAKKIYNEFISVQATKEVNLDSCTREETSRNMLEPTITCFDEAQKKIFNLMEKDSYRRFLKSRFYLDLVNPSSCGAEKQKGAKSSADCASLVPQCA
#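 MLSMR compounds (23 nl, pin-transferred) preincubated 10 min at room temperature with a 500nM (2x) first reagent, then RGS4 at 900nM (2x) plus Transcreener GDP mix added; fluorescence polarization (620/688 nm) read before and after 90 min at 30 °C.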
# Numbers without * were called inactive; u = inconclusive; x = not tested or not shown; [ ] = dose if it differs, or a comment. Unless noted, calls follow the shape of the dose curve; as a rule, active = well fitted curve in the direction sought with a large enough effect; inconclusive = small, poorly fitted or top-dose-only effect, or another doubt; inactive = no such curve, though single readings can be large; an effect the other way counts as inactive or inconclusive. This is a subset. The share of hits here may be higher or lower than overall.
SMILES,TrxR1 inh,USP1-UAF1 inh,mIDH1 inhibitor,GRP78 ERSR act,Vif-A3F inh,LDHA block,Vif-A3G inh,TrxR1 substrate,RGS4 inhibitor
COc1ccc(CCNC(=O)C(=O)NCC2OCCN2S(=O)(=O)c2ccc(OC)c(OC)c2)cc1OC (stereo not drawn),7%[57.1 µM],-18%,18%,-3%,0%,-15,0%,7%[57.1 µM],-32%
COc1ccccc1NC(=O)c1ccc2nc(C)sc2c1,20%,-15%,8%,1%,-6%,-2,-2%,2%,-15%
O=C(O)c1ccc(Cl)c(N2C(=O)Nc3ccccc3N2O)c1,9%,-11%,2%,5%,-7%,1,-2%,2%,0%
Cc1nc2ccccc2c2oc(C(=O)N3CCC(C)CC3)cc12,26%,-5%,-3%,1%,5%,-7,2%,0%,13%
CN(C)CCCn1c(SCc2c(Cl)cccc2Cl)nnc1-c1ccncc1,-22%,10%,-6%,-4%,2%,-21,2%,-14%,26%
COc1ccc(NC(=O)CSc2nc(N)cc(=O)[nH]2)cc1S(=O)(=O)N1CCCCC1,6%[57.1 µM],-3%,6%,-7%,-3%,-3,1%,-8%,8%
CC1COCC(C)N1C(=O)c1cccnc1 (stereo not drawn),x,-24%,10%,-8%,0%,0,4%,x,x
CCCOC(=O)C1C2C=CC3(CN(c4ccc(Cl)c(F)c4)C(=O)C13)O2 (stereo not drawn),18%[57.1 µM],-16%,-1%,-2%,1%,-1,0%,1%[57.1 µM],5%
CN(C)S(=O)(=O)c1cccc(NC(=O)COC(=O)c2cc3ccccc3oc2=O)c1,8%,-6%,-2%,-7%,-4%,-5,-11%,6%,17%
COC(=O)C1CCN(C(c2cccs2)c2sc3nc(C)nn3c2O)CC1 (stereo not drawn),17%[57.1 µM],-18%,13%,4%,2%,1,-1%,-2%[57.1 µM],-22%
Cc1nn(C(C)C(=O)NC2CC2)c(=O)c2nn(-c3ccccc3)c(C)c12 (stereo not drawn),5%,-7%,-10%,1%,-5%,-2,0%,-2%,38%[11.4 µM]
COc1ccc(-c2nc3n(c(=O)c2C#N)CCS3)cc1,20%[57.1 µM],-23%,3%,-2%,-2%,-4,0%,18%[57.1 µM],1%
C=CCc1c(OC)ccc2ccc(=O)oc12,-23%,-16%,0%,-1%,-4%,-4,-1%,116%[activator],-24%
O=C(CN1CCC(n2nnc3cc(F)ccc32)CC1)Nc1ccccc1N1CCOCC1,15%,-18%,2%,-2%,0%,1,-1%,6%,-5%
CC(=O)/C=C/c1ccccc1O,14%,-5%,13%,-4%,-1%,-7,1%,-4%,15%
CCCCOc1ccc(CNC(=O)C2CCN(c3nnc(-n4cccc4CNc4ccc(C)cc4)s3)CC2)cc1,0%,9%,x,x,x,0,x,-1%,2%
CCCCOCCCNC1=NCCCCC1,-6%,0%,4%,0%,-9%,-1,0%,-3%,1%
CCO[C@H]1OC(C(=O)N2CCOCC2)=C[C@@H](c2ccccc2)[C@@H]1CCCO,0%[57.1 µM],-16%,4%,-4%,-5%,0,3%,1%[57.1 µM],26%
COc1cc(NC(=O)CCCOc2ccc(Cl)cc2Cl)c(C(=O)O)cc1OC,9%,-20%,4%,-2%,4%,-4,-8%,-2%,-7%
COc1ccc(/C=N/NC(=O)CSc2n[nH]c(=O)[nH]c2=O)cc1,-6%,-12%,-2%,-5%,-9%,-2,-2%,-9%,-1%
C=C(C)Cn1c(C)cc(C)c(S(=O)(=O)c2cccc(C)c2)c1=O,15%[57.1 µM],-1%,-2%,-10%,-5%,-4,0%,9%,-8%
O=C(Nc1ccc(NC(=O)c2ccc(Br)cc2)c(Cl)c1)c1ccc(Br)cc1,1%,-8%,0%,-4%,0%,-1,0%,-4%,17%
CCCCCn1c(CCNC(=O)c2cccc(C)c2)nc2ccccc21,11%,u,-3%,-2%,0%,1,5%,-2%,-1%
CS(=O)(=O)Nc1ccccc1C(=O)Nc1ccccc1C(=O)N1CCCC1,2%,-23%,7%,-5%,1%,-2,1%,-3%,6%
Cc1ccc(CCNCc2c(C(=O)O)c(C)n(-c3ccccc3)c2C)cc1,-9%,-11%,-1%,-2%,-29%,-7,-1%,2%,7%
Cc1cc(CNC(=O)C2CCC(=O)N(CCc3cccc(F)c3)C2)on1 (stereo not drawn),-6%,-10%,0%,-3%,-13%,0,1%,2%,-13%
S=c1nc[nH]c2c1sc1nc(-c3ccccc3)c3c(c12)CCCC3,u,-13%,6%,-5%,-5%,-5,-6%,-6%,4%
Clc1ccc(-c2ncc3ccccn23)c(Cl)c1,12%,u,-1%,2%,-8%,-8,-26%,9%,18%
CC(=O)N1CCN(S(=O)(=O)c2ccc3c(c2)OCCO3)CC1,29%,-10%,3%,-6%,3%,-9,0%,2%,-3%
COc1ccc(CNC(=O)CN(C)S(=O)(=O)c2ccc3c(c2)n(C)c(=O)c(=O)n3C)cc1,-15%,-20%,12%,-6%,-9%,-1,-4%,-8%,-13%
O=C(CC(c1ccccc1)c1cc(Br)ccc1O)NCCN1CCOCC1 (stereo not drawn),-5%,-4%,5%,-4%,-2%,-2,-2%,1%,-8%
CN(CCN1CCc2ccccc2C1)Cc1nc(-c2ccc3c(c2)OCO3)no1,1%,-13%,9%,0%,-13%,0,-1%,1%,6%
COc1ccccc1NC(=O)c1cc(Cl)nnc1Cl,10%,-7%,-3%,-5%,-1%,-4,u,2%,15%
Cc1cccc(CCNS(=O)(=O)c2ccc3c(c2)oc(=O)n3C)c1,-10%,-8%,2%,-5%,-4%,0,2%,-6%,39%
COc1ccc(CN2CCc3cc(OC)c(OC)cc3C2)cc1O,2%,8%,5%,-2%,-6%,-7,-10%,1%,16%
CCCc1cc(C(=O)N/N=C/c2cccn2C)cs1,6%[57.1 µM],-20%,10%,4%,0%,-6,-3%,4%[57.1 µM],-35%
Nc1ccccc1N=c1ssnc1Cl,10%,-24%,17%,8%,11%,-5,1%,14%,u
Cc1ccccc1N1C(=O)C2ON(c3ccccc3)C(c3ccco3)C2C1=O (stereo not drawn),-21%,-7%,-3%,5%,1%,-8,2%,3%,23%
COc1ccc(NC(=S)Nc2ccc3nccnc3c2)cc1,16µM*,-4%,2%,1%,-4%,17,2%,-15%,-23%
CCOC(=O)c1oc2c(c1C)-c1nn(Cc3ccccc3Cl)cc1CC2,-7%,20%,x,x,x,-3,x,7%,-31%
COc1ccc(-n2c(C)cc(/C=C3\SC(=O)NC3=O)c2C)cc1,3%[57.1 µM],-9%,8%,7%,-3%,3,1%,-17%[57.1 µM],-23%
CCc1ccc2nc(NC(=O)c3ccc(N4C(=O)CCC4=O)cc3)sc2c1,20%,-15%,-6%,6%,-5%,-7,1%,21%,-26%
Cc1ccc(C)c(N2CCN(C(=O)CN3C(=O)COc4ccc(S(=O)(=O)N5CCC(C)CC5)cc43)CC2)c1,3%,-16%,-3%,-7%,-1%,3,-1%,2%,-6%
CSc1ccccc1NC(=O)CN(C)C(=O)C1CCN(C(=O)Nc2ccccc2)CC1,0%[57.1 µM],-3%,-1%,1%,-11%,-4,3%,-2%[57.1 µM],-6%
CCOC(=O)C1(Cc2ccccc2C)CCCN(Cc2cn(C)nc2C)C1 (stereo not drawn),32%,-19%,6%,-2%,-4%,-7,0%,6%,9%
COc1ccc(CNC(=O)COC(=O)CN2C(=O)C(C)Oc3ccc(C)cc32)cc1 (stereo not drawn),5%[57.1 µM],-2%,2%,-4%,12%,-5,0%,1%[57.1 µM],3%
CCOc1ccc(C(=O)c2cn(CC(=O)Nc3cccc(OC)c3)c3cc4c(cc3c2=O)OCCO4)cc1,7%,-24%,6%,0%,0%,-1,-1%,-1%,-17%
CCOC(=O)c1ccc(NS(=O)(=O)c2cccc3nsnc23)cc1,-10%[57.1 µM],4%,-1%,-4%,-14%,-9,0%,-1%[57.1 µM],-38%
CCc1ccc(NC(=O)COC(=O)CC2CCCC2)cc1,9%[11.4 µM],-6%,-1%,-3%,8%,2,0%,1%[11.4 µM],16%
Cc1[nH]c(=S)c(C#N)c(C)c1C(=O)Nc1ccccc1,-13%[57.1 µM],-5%,6%,-3%,1%,-9,-1%,11%[57.1 µM],-7%
O=C(CN1CCN(Cc2ccccc2)CC1)Nc1cccc(C(F)(F)F)c1,-4%[57.1 µM],-2%,4%,-2%,-7%,1,0%,1%[57.1 µM],37%
Cc1ccc(C(=O)Nc2nc3n(n2)C(c2ccccc2)C=C(c2ccccc2)N3)cc1 (stereo not drawn),10%,u,-14%,1%,2%,-2,-10%,-1%,-3%
Cc1ccc(CNC(=O)C2CCCN(Cc3nc(-c4cccc(C)c4)oc3C)C2)cc1 (stereo not drawn),-27%,-10%,32%,-3%,-4%,0,0%,-20%,6%
